IL-1B inflam inh: inflammasome signaling inhibition, IL-1 beta readout; activity change, % at 57.5 µM; 4.7% of 360,000 active; THP-1 LPS/ATP IL-1B secretion, AlphaLISA, 16 h; active compounds read low; in the data active means activity change below about -50%; inconclusive means mostly about -30% to -49%; further: on the % scale 0 is the no-effect control and ±100 the full control effect
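THP-1 cells pretreated 1 hr with compounds (up to 57.5 uM final), then stimulated with LPS (250 ng/mL final) plus ATP (1.25 mM final); secreted IL-1B measured by AlphaLISA after 16 hr, decreased signal indicating inhibition.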
KB-V1 MDR tox: KB-V1 MDR subline cytotoxicity. KB-V1 MDR cells viability, CellTiter-Glo, 72 h. Potency, µM (top dose mostly 46.1 µM), inactives show at the highest dose activity change, negative = cytotoxicity, usual class: cytotoxic. 3.4% of 400,000 active. AID 1347076; further: potency means the concentration at half of the fitted maximal effect; on the % scale 0 is the no-effect control and ±100 the full control effect; nearly all actives have a fitted effect of over 60% in size
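Cytotoxicity toward P-gp-expressing KB-V1 cells was determined as loss of CellTiter-Glo luminescence after 72 h at 37 degrees C. Compounds were tested in quantitative HTS format across a concentration range, with curves fitted to normalized data.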
HT1080 IDH1KD tx: toxicity to HT-1080 IDH1 knockdown cells (counter line); Potency, µM (doses to about 46.1 µM), inactives show top-dose activity, negative = toxicity, most hits filed as cytotoxic; HT-1080 IDH1 knockdown viability, ATP luminescence, 48 h; 2% of 360,000 active;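 further: potency means the concentration at half of the fitted maximal effect; 0% = DMSO wells and -100% = cell-free medium wells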
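Assay cells: HT-1080 with IDH1 knockdown, 750 per well, RPMI/5% FBS. Exposure: 48 h at 37 °C following 2 h pre-incubation. Read: CellTiter-Glo luminescence; fitted concentration-response, curve class assigned.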
SW480 rereplic: induces DNA re-replication in SW480 colon adenocarcinoma cells. SW480 DNA re-replication, Hoechst DNA content imaging, 48 h. Potency, µM (doses to about 46.1 µM), for inactives: at the top dose re-replication activation, usual class: activators. 1.8% of 340,000 active; further: potency means the concentration at half of the fitted maximal effect; % of control where 0% means no effect; nearly all actives have a fitted effect of over 55% in size
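Treated cells incubate 48 hr (37 C, 5% CO2), are stained 40 min with Hoechst, and nuclear fluorescence is enumerated; a rise in nuclei with high DNA signal marks re-replication.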
KB-3-1 tox: KB-3-1 parental cell cytotoxicity. 1.4% of 400,000 active. Potency, µM (titrated, usually from 46.1 µM), inactives show at the highest dose activity change, negative = cytotoxic, actives largely listed as cytotoxic. KB-3-1 viability, CellTiter-Glo ATP luminescence, 72 h. AID 1347075; further: potency means the concentration at half of the fitted maximal effect; on the % scale 0 is the no-effect control and ±100 the full control effect; nearly all actives have a fitted effect of over 60% in size
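KB-3-1 parental drug-naive adenocarcinoma cells in DMEM/10% FBS, incubated 72 h at 37 C with pin-transferred compounds across a concentration series. Viability by CellTiter-Glo luminescence; concentration-response curves fitted after normalization.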
GLP1R cytotox: cytotoxicity in counter-screen for GLP-1R inverse agonists. HEK293 cAMP-luciferase reporter cells, luminescence, 24 h. Potency, µM (top dose mostly 38.3 µM), without a hit: at the top dose activity change, negative = inhibition, actives largely listed as inhibitors. 0.13% of 410,000 active;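 further: loss of luciferase light is scored as toxicity; potency means the concentration at half of the fitted maximal effect; on the % scale 0 is the no-effect control and ±100 the full control effect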
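Seeding density was 200 cells/uL; after overnight-length (12 h) culture, 23 nL compounds went on for 24 h at 37 °C. Readout used a luciferase detection reagent, luminescence taken after 12 min at room temperature.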
MCF10A rereplic: induces DNA re-replication in MCF 10a normal breast cells; Potency, µM (series often up to 46.1 µM), without a hit: at the top dose activity, positive = re-replication, usual class: activators; 2.9% of 350,000 active; MCF 10A DNA re-replication, Hoechst nuclear intensity, 48 h; further: potency means the concentration at half of the fitted maximal effect; % of control where 0% means no effect; nearly all actives have a fitted effect of over 50% in size
D3 ag: D3 dopamine receptor (human) agonism; P35462; D3R DiscoveRx beta-arrestin cells, luminescence, 90 min; max activation, %; 0.58% of 410,000 active; in the data active means max activation above about 30%; further: 0% is about no effect; mostly tested at two doses, the higher about 12 µM
Target sequence (P35462 whole entry, looked up): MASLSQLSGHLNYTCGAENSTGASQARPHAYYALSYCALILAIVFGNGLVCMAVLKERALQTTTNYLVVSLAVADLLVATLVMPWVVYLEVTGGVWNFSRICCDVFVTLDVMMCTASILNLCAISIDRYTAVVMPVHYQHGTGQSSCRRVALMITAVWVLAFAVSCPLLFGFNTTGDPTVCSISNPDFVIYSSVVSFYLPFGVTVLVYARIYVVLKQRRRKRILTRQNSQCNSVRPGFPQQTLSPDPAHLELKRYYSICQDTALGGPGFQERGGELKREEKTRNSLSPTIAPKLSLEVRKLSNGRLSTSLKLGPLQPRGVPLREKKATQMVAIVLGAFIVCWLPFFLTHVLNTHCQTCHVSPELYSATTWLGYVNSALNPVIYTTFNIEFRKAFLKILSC
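Cells at 1500/well, incubated overnight, then treated with pinned compounds (dopamine as control) for 90 min at 37 degrees C. DiscoveRx reagent added for 30 - 60 minutes at room temperature; luminescence read.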
HT1080NT lethal: kills 2HG-producing HT-1080-NT fibrosarcoma cells; Potency, µM (titrated, usually from 46.1 µM), inactives show at the highest dose activity, negative = less viability, actives largely listed as cytotoxic; 1.6% of 360,000 active; AID 686970; HT-1080-NT fibrosarcoma viability, CellTiter-Glo ATP luminescence, 48 h;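 further: NT is the 2HG producing partner of a matched IDH1 knockdown line; potency means the concentration at half of the fitted maximal effect; 0% = DMSO-treated cells and -100% = media-only wells without cells; nearly all actives have a fitted effect of over 55% in size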
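Compounds were tested in concentration-response format on HT-1080-NT cells for 48 hours at 37 degrees C. Cell viability came from CellTiter-Glo luminescence; curves were classified by r2, response magnitude and activity.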
* = called active by the depositor; ? = inconclusive; nt = no result given; [ ] = remark or other dose. Unless noted, the call rests on the fitted dose curve; in most records, active means well fitted curve in the direction sought with a large enough effect; inconclusive means small, poorly fitted or top-dose-only effect, or another doubt; inactive means no such curve, though single readings can be large; an effect the other way counts as inactive or inconclusive.

cpd	SMILES	IL-1B inflam inh	KB-V1 MDR tox	HT1080 IDH1KD tx	SW480 rereplic	KB-3-1 tox	GLP1R cytotox	MCF10A rereplic	D3 ag	HT1080NT lethal
1	COc1ccc(C2N(C(=O)CN3CCCC3)CCCN2S(=O)(=O)c2ccccc2)cc1 (configuration not stated)	-1	3%	-2%	0%	8%	-20%	-17%	0	-23%
2	CC(C)Oc1ccc(C(CC(=O)O)NC(=O)C(Sc2ccccc2)c2ccccc2)cc1 (configuration not stated)	33	0%	-1%	-136%[inhibitor]	16%	-1%	15%	6	-7%
3	Cc1ccc(C(=O)NNC(=O)C(C)Oc2ccc3ccccc3c2)o1 (configuration not stated)	-7	-26%	-1%	-3%	-2%	16%	0%	-6	3%
4	Cc1nc(SCC(=O)NC2CCS(=O)(=O)C2)c2c3c(sc2n1)CCC3 (configuration not stated)	1	-2%	-6%	-3%	-4%	14%	4%	-2	-11%
5	N#Cc1ccc(CN2CCN(C(=O)CNC(=O)Cc3cccc4ccccc34)CC2)cc1	25	?	1%	-60%[inhibitor]	?	-1%	?	11	-10%
6	Cc1cc(OC(C(=O)O)c2ccccc2)c2c(C)c(Cc3ccccc3)c(=O)oc2c1 (configuration not stated)	39	15%	-2%	-15%	2%	-3%	-2%	8	21%
7	CN(NS(=O)(=O)c1ccccc1)c1nc2ccccc2nc1C(F)(F)F	-21	-23%	-6%	2%	-11%	-19%	?	2	-9%
8	N#Cc1c[nH]n2c(NC3CCCCC3)c(-c3ccccc3F)nc12	nt	-7%	nt	nt	-2%	0%	nt	-8	nt
9	Fc1ccccc1/C=N/n1c(C2CCCCC2)n[nH]c1=S	39	0%	10%	-20%	1%	?	21%	3	8%
10	COC(=O)C1=C(C)Nc2ncnn2C1c1cccnc1 (configuration not stated)	8	11%	-3%	7%	3%	3%	-178%[0.0737 µM]	1	1%
11	CNC(=S)NC(CC(=O)OC)c1ccc2c(c1)OCO2 (configuration not stated)	23	0%	8%	-1%	8%	1%	1%	9	4%
12	COCCCNC(=O)c1sc2nc(C)c(C(=O)Nc3ccc(Cl)cc3)c(-c3ccc(Br)cc3)c2c1N	nt	?	nt	nt	8%	18%	nt	-11	nt
13	O=C(Cn1c2ccccc2c2nc3n(c(=O)c21)CCS3)Nc1ccccc1C(F)(F)F	34	?	-14%	5%	25%	-3%	-24%	-5	4%
14	CCOC(=O)c1cc(-c2ccccc2)n(CCC(=O)NC(C)CC)c1C (configuration not stated)	?	0%	-1%	-1%	1%	2%	9%	15	0%[9.24 µM]
15	CC(Sc1ncccn1)C(=O)Nc1ccc2c(c1)OCCO2 (configuration not stated)	-3	-8%	-3%	2%	14%	10%	3%	-9	-4%
16	C[C@H](CO)N1C[C@H](C)[C@@H](CN(C)S(=O)(=O)c2cccs2)Oc2ccc(NS(=O)(=O)c3ccc(F)cc3)cc2C1=O	8	52%	13%	1%	24%	-3%	5%	1	17%
17	O=C(CSc1ccc(F)cc1)Nc1ccccc1N1CCOCC1	-3	-1%	0%	-5%	4%	-1%	7%	-1	1%
18	CC(CN1CCC(n2nccc2NC(=O)CCCc2ccccc2)CC1)c1ccccc1 (configuration not stated)	-11	9%	-15%	?	-4%	-14%	21%	-13	8%
19	CCC(Oc1ccc2c(=O)c(-c3ccccc3OC)coc2c1)C(=O)OCc1ccccc1 (configuration not stated)	11	17%	-10%	-5%	-7%	2%	13%	0	-3%
20	C/C(CC(=O)Nc1ccc(Cl)cc1Cl)=N\NC(=O)c1ccncc1	-2	15%	0%	-7%	0%	-9%	?	-3	-2%
21	O=C(Cc1ccc(F)cc1)N/N=C/c1ccccn1	-13	-4%	-13%	3%	-1%	-20%	-5%	1	-10%
22	COc1cc(C)c(NC(=S)Nc2cccc(Cl)c2C)cc1OC	-21	21%	5%	-2%	9%	2%	5%	4	6%
23	Cc1noc(C)c1S(=O)(=O)N(CC(=O)N1CCn2c1nc1ccccc12)c1ccc(C(C)C)cc1	40	23%	0%	-1%	10%	-19%	14%	2	-1%
24	CCOC(=O)CC(NC(=O)c1cc2cc(Br)cc(OC)c2oc1=O)c1ccc(OC)cc1 (configuration not stated)	nt	-25%	nt	nt	1%	3%	nt	6	nt
25	O=c1[nH]cnc2c1ncn2Cc1ccc([N+](=O)[O-])cc1	-11	-9%	-3%	-3%	-3%	14%	-9%	1	-3%
26	CC(=O)N1CCOc2ccc(S(=O)(=O)NCC3CCC(C(=O)Nc4ccc(C)cn4)CC3)cc21 (configuration not stated)	-8	-14%	-15%	4%	-30%	-7%	-4%	8	-27%
27	CS(=O)(=O)Nc1cccc(-c2cc(NC=O)c3ncc(-c4ccc(F)c(Cl)c4)n3c2)c1	42	?	?	nt	?	-23%	nt	14	?
28	CC(=O)c1ccc(NS(=O)(=O)c2ccc(N/C=C/C(=O)c3ccc(F)cc3)cc2)cc1	21	-1%	-10%	9%	4%	-5%	21%	4	-18%
29	Cc1cccc(NC(=O)c2cc[n+]([O-])cc2)c1C	3	11%	0%	-21%	7%	-9%	-16%	6	4%
30	Cc1nc(SCC(=O)Nc2c(C)n(C)n(-c3ccccc3)c2=O)c2cnn(-c3ccccc3)c2n1	-12	-9%	1%	-10%	-8%	-8%	9%	-1	-6%
31	CC(C)[C@H](NC(=O)C1CCN(S(=O)(=O)c2ccc(F)cc2)CC1)C(=O)NCc1ccncc1	-5	?	13%	-27%	?	-8%	-1%	4	0%
32	NC(=S)N1N=C(c2ccccc2)CC1=O	0	0%	11%	1%	?	4%	-3%	-8	0%
33	CCOC(=O)CCC(=O)NNC(=O)c1ccc(NC(=O)c2ccccc2)cc1	-8	9%	-4%	-48%[inhibitor]	-1%	-3%	0%	-1	-7%
34	COc1ccc(NC(=O)c2ccco2)cc1NC(=O)COc1cc(C)ccc1C(C)C	nt	?	nt	nt	-14%	-15%	nt	6	nt
35	CCOC(=O)c1c(-c2ccc(C)o2)csc1NC(=O)CSc1ncn[nH]1	0	7%	-26%	-12%	-10%	5%	13%	4	-7%
36	CCn1c(C(=O)OC)cc2c1ccn2-c1ccc(F)cc1	-21	-6%	?	?	0%	1%	16%	4	5%
37	Cc1ccc(S(=O)(=O)NCCCNC(=O)c2ccccc2)cc1	19	18µM*	2%	-4%	-4%	-7%	-1%	15	10%
38	COc1cc2c(cc1NS(=O)(=O)N1CCCCC1)oc1ccccc12	-8	4%	?	?	2%	3%	10µM*	-5	?
39	COCCn1c(SC)nnc1-c1c[nH]c2ccccc12	26	0%	-3%	-1%	-6%	1%	14%	-5	-6%
40	O=C(Nc1cc(-c2nn(CC(=O)N3CCCCC3)c(=O)c3ccccc23)ccc1N1CCOCC1)c1ccc(Cl)cc1	-21	0%	8%	-6%	1%	-4%	5%	-2	0%
41	O=C(Cc1cccs1)Nc1ccccn1	17	17%	-1%	-12%	-8%	13%	-1%	-12	0%
42	COc1ccc(NC(=O)CSc2nc(N)cc(N)n2)cc1S(=O)(=O)N1CCCCC1	0	13%	0%	-5%	0%	5%	-13%	0	2%
43	O=C(CSc1ccc(F)cc1)Nc1nnc(-c2ccco2)o1	28	-6%	-14%	-146%[inhibitor]	-2%	-19%	-13%	-8	-7%
44	CSc1oc(-c2ccco2)nc1S(=O)(=O)c1ccc(Br)cc1	5	-14%	-13%	-3%	-8%	26%	-8%	-2	-18%
45	O=C(Nc1cccc(C(F)(F)F)c1)C1Cc2c(-c3ccc(Cl)cc3)ccnc2O1 (configuration not stated)	-4	-5%	?	nt	?	-21%	nt	-1	?
46	COc1ccc(N2CC(C(=O)NCc3ccco3)CC2=O)cc1 (configuration not stated)	-4	9%	9%	-7%	?	-5%	1%	8	4%
47	Cc1cc(C)n2nc(N)c(N=Nc3ccc4c(c3)OCO4)c2n1	-14	-16%	-2%	-7%	-6%	1%	-2%	-21	-4%
48	CCOC(=O)CC(=O)c1[nH]c(C)c(C(=O)OCC)c1C	-14	0%	7%	-5%	2%	7%	13%	3	3%
49	Cn1nc(C(=O)Nc2nc3ccccc3[nH]2)c2ccccc2c1=O	-15	-17%	9%	-13%	-6%	-30%	7%	1	12%
50	CCN(CC)S(=O)(=O)c1cc(NC(=O)CCNC(=O)c2ccco2)ccc1C	23	72%	5%	-2%	2%	16%	-24%	-10	1%
51	Cc1cccc(NC(=O)c2cc(CN3CCOCC3)on2)c1C	nt	19%	nt	nt	7%	-1%	nt	1	nt
52	Cc1c(-n2c(=O)n(Cc3ccccc3)c(=O)c3[nH]cnc32)cccc1S(C)=O (configuration not stated)	8	-2%	16%	-15%	10%	-3%	-1%	1	9%
53	O=C(C1=C[C@H](c2coc3ccccc3c2=O)C[C@H](OCCCCO)O1)N1CCN(Cc2ccc3c(c2)OCO3)CC1	nt	-2%	-1%	-3%	-2%	2%	?	-30	-3%
54	CCN1Cc2c(cc(OC)c(OC)c2OC)-c2ccccc2S1(=O)=O	4	0%	-4%	-5%	0%	1%	12%	-6	-6%
55	COc1ccc(-c2nc(CS(=O)CC(=O)NCCN3CCCCC3C)c(C)o2)cc1OC (configuration not stated)	-11	?	1%	-12%	-4%	6%	-2%	-7	-13%

One compound at a time, as listed above.
`CCOC(=O)c1c(-c2ccc(C)o2)csc1NC(=O)CSc1ncn[nH]1` is listed with IL-1B inflam inh = 0; KB-V1 MDR tox = 7%; HT1080 IDH1KD tx = -26%; SW480 rereplic = -12%; KB-3-1 tox = -10%; GLP1R cytotox = 5%; MCF10A rereplic = 13%; D3 ag = 4; HT1080NT lethal = -7%
`O=C(CSc1ccc(F)cc1)Nc1nnc(-c2ccco2)o1` is listed with IL-1B inflam inh = 28; KB-V1 MDR tox = -6%; HT1080 IDH1KD tx = -14%; SW480 rereplic = -146%[inhibitor]; KB-3-1 tox = -2%; GLP1R cytotox = -19%; MCF10A rereplic = -13%; D3 ag = -8; HT1080NT lethal = -7%
